# TRHR enhancer: allosteric enhancers of human TRH receptor | P34981 | TRHR cells, fluo-8 calcium fluorescence, EC20 TRH enhancement | 360,000 compounds, 0.66% hits | AID 493056 | enhancement, % at 2 µM; in the data active means enhancement above about 30%; further: 0% is about no effect
#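 Enhancer read-out: after compound pinning and an initial kinetic agonist-mode read, an EC20 of TRH (10 nM final) was injected and fluo-8 calcium signal (Ex 480/Em 530) followed at 1 s/cycle for 100 cycles in TRHR-expressing cells.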
# USP1-UAF1 inh: blocks the human USP1/UAF1 deubiquitinase complex; recombinant USP1/UAF1, Ub-Rhodamine cleavage fluorescence; Potency, µM (top dose mostly 57.1 µM), for inactives: at the top dose activity change, negative = inhibition, most hits filed as inhibitors; 390,000 compounds, 0.23% hits; AID 743255; further: potency means the concentration at half of the fitted maximal effect; on the % scale 0 is the no-effect control and ±100 the full control effect; nearly all actives have a fitted effect of over 60% in size; inactives centre near -12
#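 High-throughput fluorogenic screen: 1nM USP1/UAF1 complex, Ub-Rho substrate 150nM final, 50mM HEPES pH 7.8 with 0.5mM EDTA, 0.1 mg/ml BSA, 1mM TCEP and 0.01% Tween-20.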
# PI4K2A inh: PI4K2A (human) kinase inhibition; purified PI4K2A, ADP-Glo luminescence, 1 h; active compounds read low; activity change, negative = inhibition, % at 76.9 µM; Q9BTU6; 420,000 compounds, 0.13% hits; in the data active means activity change below about -50%; inconclusive means mostly about -30% to -49%;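 further: -100% = wells without enzyme as full effect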
# Target sequence (Q9BTU6 whole entry, looked up): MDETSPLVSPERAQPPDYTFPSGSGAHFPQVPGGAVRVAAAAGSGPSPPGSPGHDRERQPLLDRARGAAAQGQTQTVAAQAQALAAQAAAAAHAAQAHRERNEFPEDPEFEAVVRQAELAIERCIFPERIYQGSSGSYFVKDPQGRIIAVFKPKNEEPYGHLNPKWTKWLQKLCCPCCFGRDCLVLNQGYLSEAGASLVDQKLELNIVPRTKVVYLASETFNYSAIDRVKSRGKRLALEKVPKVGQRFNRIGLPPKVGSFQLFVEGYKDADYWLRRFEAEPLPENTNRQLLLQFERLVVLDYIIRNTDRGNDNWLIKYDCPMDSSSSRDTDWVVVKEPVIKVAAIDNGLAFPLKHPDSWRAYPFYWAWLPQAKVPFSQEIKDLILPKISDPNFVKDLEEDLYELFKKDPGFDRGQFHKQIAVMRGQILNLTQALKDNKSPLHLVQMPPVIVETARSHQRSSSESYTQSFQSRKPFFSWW
#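 PI4K2A activity was measured by ADP-Glo luminescence: enzyme (4 ug/mL stock) and phosphatidylinositol (1.2 mM stock) in Tris pH 7.5/MgCl2/EGTA/Triton X-100 buffer were reacted with ATP (300 microM stock) for one hour at ambient temperature.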
# D2 antag: D2 dopamine receptor (human) antagonism. inhibition, % at 10 µM. 340,000 compounds, 2% hits. HEK293 TREx D2 cells, calcium flux, dopamine EC80; in the data active means inhibition above about 30%; further: 0% is about no effect
#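 HEK293 T-REx D2 cells, tet-induced, calcium dye no-wash. Cpd pintool add, 180 s kinetic, then EC80 DA, 180 s kinetic. Ca flux read.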
# rTrxR1 inhibitor: rat TrxR1 inhibition; recombinant rTrxR1, NADPH fluorescence consumption, selenite substrate; 390,000 compounds, 1% hits; O89049; Potency, µM (highest dose often 114 µM), for inactives: at the highest dose activity change, negative = inhibition, most hits filed as inhibitors; further: potency means the concentration at half of the fitted maximal effect; on the % scale 0 is the no-effect control and ±100 the full control effect; nearly all actives have a fitted effect of over 65% in size
# Target sequence (O89049 whole entry, looked up): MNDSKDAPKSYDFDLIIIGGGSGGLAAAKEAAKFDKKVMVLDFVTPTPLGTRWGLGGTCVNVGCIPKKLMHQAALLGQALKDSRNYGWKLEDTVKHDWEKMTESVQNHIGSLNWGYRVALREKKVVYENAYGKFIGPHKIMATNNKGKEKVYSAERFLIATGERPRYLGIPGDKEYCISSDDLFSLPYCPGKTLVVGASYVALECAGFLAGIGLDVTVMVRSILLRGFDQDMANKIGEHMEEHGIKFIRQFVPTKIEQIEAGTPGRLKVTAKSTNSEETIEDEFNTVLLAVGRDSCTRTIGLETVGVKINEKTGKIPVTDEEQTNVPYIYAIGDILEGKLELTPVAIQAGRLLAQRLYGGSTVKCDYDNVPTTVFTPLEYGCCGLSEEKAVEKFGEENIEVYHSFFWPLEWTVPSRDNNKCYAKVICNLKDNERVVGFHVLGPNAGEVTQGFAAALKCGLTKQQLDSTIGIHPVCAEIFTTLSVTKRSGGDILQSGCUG
#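 Rat TrxR1 (90 nM in the dispensed reagent) was pre-reduced with 400 uM NADPH for 5 min at room temperature, then incubated with compound for 15 min. After 400 uM selenite was added, NADPH fluorescence (Ex 340/Em 450 nm) was followed for 8 min.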
# TRHR agonist: agonists of human TRH receptor. P34981. TRHR cells, calcium flux fluo-8, FDSS agonist mode. activation, % at 2 µM. 360,000 compounds, 0.18% hits. AID 493084; in the data active means activation above about 30%; further: 0% is about no effect
#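 TRHR-expressing cells loaded with fluo-8 calcium dye; 23 nL library compound pin-transferred, kinetic FDSS fluorescence (Ex 480/Em 530) recorded about 180 s for agonist-induced calcium release, before a 10 nM TRH EC20 addition for potentiator mode.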
# TrxR1 substrate: is turned over as a substrate by rat TrxR1; O89049; purified TrxR1 substrate turnover, NADPH consumption readout; Potency, µM (titrated, usually from 114 µM), inactives show at the highest dose activity change, negative = substrate turnover; 390,000 compounds, 0.01% hits; further: potency means the concentration at half of the fitted maximal effect; on the % scale 0 is the no-effect control and ±100 the full control effect; nearly all actives have a fitted effect of over 50% in size
#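 Rat TrxR1, dispensed at 90 nM, was prereduced with 400 uM NADPH (final) for 5 min at ~22 deg C, then incubated with compound 15 min before 400 uM selenite. A first-read NADPH fluorescence drop versus no-compound background flagged substrates.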
# D2 agonist: activates the human D2 dopamine receptor; P14416; HEK293 T-REx D2 cells, calcium flux agonist mode; activation, % at 2 µM; 340,000 compounds, 0.53% hits; AID 485358;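 active means activation over 3 SD above normal in the single-dose calcium agonist read, cut at about 30% in these data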; further: 0% is about no effect
#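 Tetracycline-induced HEK293 T-REx cells with force-coupled D2 receptor, plated overnight at 30 C, loaded with no-wash calcium dye. After a 10 s baseline, compound was pin-added and calcium flux read kinetically for 180 s; calcium rises flagged agonists.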
# mIDH1 inhibitor: human IDH1 R132H inhibition; O75874; IDH1-R132H enzyme, NADPH consumption, diaphorase/resazurin fluorescence; Potency, µM (top dose mostly 76.6 µM), for inactives: at the top dose activity change, negative = inhibition, actives largely listed as inhibitors; 390,000 compounds, 0.093% hits; AID 602179; further: potency means the concentration at half of the fitted maximal effect; on the % scale 0 is the no-effect control and ±100 the full control effect; nearly all actives have a fitted effect of over 65% in size
#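 IDH1-R132H (0.5 ug/mL dispensed) in pH 7.5 Tris buffer was preincubated 30 min with compound, then given a substrate mix of 0.016 mM NADPH and 2 mM alpha-KG for 80 min at room temperature; remaining NADPH was read by diaphorase/resazurin fluorescence.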
# Numbers without * were called inactive; ? = inconclusive; / = not tested or not shown; [ ] = dose if it differs, or a comment. Unless noted, the call rests on the fitted dose curve; in most records, active means well fitted inhibition curve with a large enough effect; inconclusive means small, poorly fitted or top-dose-only effect; inactive means no such curve, though single readings can be large or run the other way. The order is random; about 3.9% have a hit in one of these screens.
SMILES,TRHR enhancer,USP1-UAF1 inh,PI4K2A inh,D2 antag,rTrxR1 inhibitor,TRHR agonist,TrxR1 substrate,D2 agonist,mIDH1 inhibitor
CC(=O)c1cc(C(=O)Nc2ccc3ccccc3c2)c(C)o1,0,-23%,-1,-14,-5%,0.1,6%,0.1,0%
CNCc1ccc(OCc2ccccc2)c(OC)c1,3,-7%,1,2,-17%,0.4,-1%,0.0,-7%
COc1cc(Nc2ncnc(N)n2)cc(OC)c1OC,7,-13%,7,-10,-1%,0.9,-3%,0.8,8%
Clc1ccccc1-c1ccc(/C=N/Nc2nncc(-c3ccccc3)n2)o1,0,6%,2,11,8%,0.4,-5%[57.1 µM],-0.6,0%
COC(=O)C1CCN(C(=O)COC(=O)Cn2cnnn2)CC1,1,9%,3,1,-7%,1.3,9%[57.1 µM],0.1,-2%
O=C(COc1ccc(C(=O)c2ccccc2)cc1)Nc1ncccc1O,/,-23%,3,/,16%,/,7%,/,0%
COCCn1c(Br)nc2c1c(=O)n(C)c(=O)n2C,0,-7%,6,-1,4%[57.1 µM],0.0,-2%[57.1 µM],0.6,-9%
Cc1onc(-c2ccccc2Cl)c1C(=O)Oc1cccc2cccnc12,-1,-6%,2,1,9%[57.1 µM],0.2,2%[57.1 µM],-0.2,-1%
O=C1OCCC1Sc1nnc(-c2ccc3c(c2)OCO3)n1-c1ccccc1 (stereo not given),2,-15%,7,-2,2%,-0.2,1%,0.0,9%
CCCCc1ccc(NS(=O)(=O)c2cc3c4c(c2)CC(=O)N4CCC3)cc1,8,-22%,5,/,16%[57.1 µM],0.0,-3%[57.1 µM],1.1,-7%
COc1cccc(C(=O)NCC(C)(C)SCc2ccc(F)cc2)c1,12,-20%,-3,/,13%,-1.6,2%,/,3%
CCN(C(=O)c1cc2c(=O)oc3ccc(C)cc3c2s1)c1ccccc1F,3,-31%,1,/,18%,0.3,5%,-0.1,1%
Cc1oc2ccc(Br)cc2c(=O)c1-c1nn[nH]n1,-5,-9%,-2,-9,12%[57.1 µM],-0.2,-9%,-0.9,-12%
COc1ccc(Cl)cc1NC(=O)Nc1ccc(C(=O)N2CCCC2)cc1,3,-27%,-5,1,18%,-1.5,-2%,-0.6,9%
CC(=O)Nc1ccc(-c2nnc(SCc3c(C)cc(C)cc3C)n2C)cc1,21,-23%,-3,10,4%,-1.0,2%,0.9,2%
COc1cccc(/C=N/Nc2ncnc(N)c2[N+](=O)[O-])c1OC,12,-1%,-9,19,-20%,0.1,-16%,0.3,-2%
CC(C)c1ccccc1N=C1SCCCN1C(=O)c1cccc(N2C(=O)CCC2=O)c1,12,1%,-2,-7,-7%,0.2,-9%,-0.5,4%
Cc1ccc(S(=O)(=O)Nc2cccc3cccnc23)c([N+](=O)[O-])c1,-9,-20%,-6,-22,0%[57.1 µM],-1.6,1%[57.1 µM],-0.6,6%
CCOC(=O)CSc1nc2cc(C(=O)NCc3ccco3)ccc2c(=O)n1-c1ccc(F)cc1,0,-9%,-2,17,7%,-0.6,-1%,0.1,2%
CCn1c(O)c(/C=N/N=C2CCCC2)c2ccc(C3=NNC(=O)CC3)cc21,6,-11%,1,-4,-7%,0.7,3%,0.8,2%
COCCN(CCOC)c1ncnc2c1cnn2-c1ccc(Cl)cc1,0,-20%,-1,1,9%,1.4,1%,-3.2,2%
O=[N+]([O-])c1ccc(Cl)c(CN2CCSCC2)c1,3,-17%,2,6,-6%,-0.9,-3%,-0.2,3%
CCCS(=O)(=O)c1cscc1NC(=O)c1c(-c2c(F)cccc2Cl)noc1C,2,-9%,0,-8,3%[57.1 µM],-0.2,-4%,-1.3,4%
CC(C)(C)c1cc(NC(=O)CSc2nncs2)n(-c2ccccc2)n1,6,-18%,-1,-12,4%,-0.1,-1%,-0.7,-2%
CCOc1ccc(N(CC(=O)N2CCN(c3ccccc3OC)CC2)S(=O)(=O)c2ccc(F)cc2)cc1,1,-24%,1,-6,-2%,-0.3,-7%,0.1,3%

# Entries shown so far that have a thiophene ring, fused or not (2):
SMILES,TRHR enhancer,USP1-UAF1 inh,PI4K2A inh,D2 antag,rTrxR1 inhibitor,TRHR agonist,TrxR1 substrate,D2 agonist,mIDH1 inhibitor
CCN(C(=O)c1cc2c(=O)oc3ccc(C)cc3c2s1)c1ccccc1F,3,-31%,1,/,18%,0.3,5%,-0.1,1%
CCCS(=O)(=O)c1cscc1NC(=O)c1c(-c2c(F)cccc2Cl)noc1C,2,-9%,0,-8,3%[57.1 µM],-0.2,-4%,-1.3,4%

# (listing goes on)
SMILES,TRHR enhancer,USP1-UAF1 inh,PI4K2A inh,D2 antag,rTrxR1 inhibitor,TRHR agonist,TrxR1 substrate,D2 agonist,mIDH1 inhibitor
CN(C)S(=O)(=O)c1cccc(NC(=O)CC23CC4CC(CC(C4)C2)C3)c1,-4,-8%,-7,-2,10%,0.8,-1%,-1.7,-2%
CC(C)CCCN1C(Nc2ccccc2)=NC[C@@H]1Cc1ccccc1,8,-22%,4,28,15%,0.3,2%,0.0,-23%
CCc1ccc(C(=O)c2cn(CC(=O)Nc3ccc(OC)cc3)c3cc4c(cc3c2=O)OCCO4)cc1,6,-27%,-4,/,7%,0.3,-2%,0.6,7%
CC(C)NC(=O)c1sc2nc(-c3cccs3)cc(-c3cccs3)c2c1N,2,?,1,-12,-8%,14,-3%,7.1,-6%
Cc1oc2ccc(O)c(CN3CCCCC3)c2c1C(=O)Nc1cccc(C(F)(F)F)c1,1,?,-2,/,17%,0.1,-2%,/,-17%
CC(C)NC(=O)c1noc2cc([N+](=O)[O-])ccc12,/,-5%,3,/,8%,/,-3%,/,16%
Oc1c(Cl)cc(Cl)cc1C(C#Cc1ccccc1)N1CCOCC1 (stereo not given),4,-16%,-6,-3,-9%[57.1 µM],0.7,9%[57.1 µM],-1.4,-2%
CCCCNC(=O)COC(=O)c1ccc(F)cc1Cl,-4,-2%,0,-7,-1%,-0.3,-4%,-0.2,-10%
COc1ccc(OCCN(C)Cc2c(O)ccc3ccccc23)cc1,-6,-20%,-3,-22,?,0.4,4%,-0.1,13%
COc1cccc(C(=O)O/N=C(\N)c2ccccn2)c1OC,2,-13%,-20,-8,16%,0.4,-2%,0.8,4%
CCCS(=O)(=O)c1c(Nc2ccccc2C)sc(C(=O)c2ccccc2)c1N,-5,-22%,-2,/,17%,0.7,-2%,-1.3,-12%
CCCOc1ccc(/C=C/c2[nH]c(=O)[nH]c(=O)c2[N+](=O)[O-])cc1OCC,3,-11%,-5,1,13%,2.8,0%,0.4,26%
CC(C)(C)C(=O)OCc1nc(-c2ccc(O)c(O)c2)cs1,3,-5%,-1,94*,4%[57.1 µM],0.0,0%[57.1 µM],74*,11%
O=C(c1ccccc1)c1cccn1CC(=O)N1CCN(c2ccccc2)CC1,5,-17%,-1,-20,0%[57.1 µM],0.7,9%[57.1 µM],0.5,4%
Cc1noc(NS(=O)(=O)c2ccc(NC(=O)CSc3nc4c(cc3C#N)CCC4)cc2)c1C,-2,-23%,-1,-5,5%,-0.1,-1%,-0.8,6%
CN(C)c1nc(Cl)nc2c1nc(Cl)n2C1CCCCO1 (stereo not given),/,-9%,0,/,-1%[11.4 µM],/,2%[11.4 µM],/,8%
CC(=O)c1ccc(NC2OC(C)C(O)C(O)C2O)cc1 (stereo not given),-2,-20%,-1,6,-35%,0.5,-10%,0.6,8%
CC(=O)N1CCN(c2ccc(NC(=O)c3ccc(C)c([N+](=O)[O-])c3)cc2)CC1,0,-3%,-8,5,-15%,-0.2,-11%,-0.9,1%
O=C(CNC(c1ccccc1)c1ccccc1)Nc1c(F)cccc1F,-3,-17%,0,-14,-10%[11.4 µM],-0.7,-2%[11.4 µM],0.6,3%
CCOC(=O)C1OC2(CCCC2)OC1C(=O)OCC (stereo not given),/,-19%,-4,/,0%,/,-4%,/,7%

# Entries listed so far that have a nitro group on carbon:
SMILES,TRHR enhancer,USP1-UAF1 inh,PI4K2A inh,D2 antag,rTrxR1 inhibitor,TRHR agonist,TrxR1 substrate,D2 agonist,mIDH1 inhibitor
COc1cccc(/C=N/Nc2ncnc(N)c2[N+](=O)[O-])c1OC,12,-1%,-9,19,-20%,0.1,-16%,0.3,-2%
Cc1ccc(S(=O)(=O)Nc2cccc3cccnc23)c([N+](=O)[O-])c1,-9,-20%,-6,-22,0%[57.1 µM],-1.6,1%[57.1 µM],-0.6,6%
O=[N+]([O-])c1ccc(Cl)c(CN2CCSCC2)c1,3,-17%,2,6,-6%,-0.9,-3%,-0.2,3%
CC(C)NC(=O)c1noc2cc([N+](=O)[O-])ccc12,/,-5%,3,/,8%,/,-3%,/,16%
CCCOc1ccc(/C=C/c2[nH]c(=O)[nH]c(=O)c2[N+](=O)[O-])cc1OCC,3,-11%,-5,1,13%,2.8,0%,0.4,26%
CC(=O)N1CCN(c2ccc(NC(=O)c3ccc(C)c([N+](=O)[O-])c3)cc2)CC1,0,-3%,-8,5,-15%,-0.2,-11%,-0.9,1%

# Source: PubChem BioAssay
